Source: PubChem BioAssay (several laboratories)
DNMT1 inh = inhibitors of human DNMT1; P26358; DNMT1 molecular beacon, Hinp1I cleavage, fluorescence; inhibition (reported as % activation of signal), % at 10 µM; 360,000 compounds, 0.83% hits; AID 588458; in the data active = inhibition above about 50%
Neddylation inh = inhibitors of human cullin neddylation. 360,000 compounds, 0.58% hits. P61081+Q13564. calls only at 25 µM. TR-FRET cullin neddylation, biochemical; in the data active = inhibition above about 36%
Target sequence (P61081 whole entry, looked up): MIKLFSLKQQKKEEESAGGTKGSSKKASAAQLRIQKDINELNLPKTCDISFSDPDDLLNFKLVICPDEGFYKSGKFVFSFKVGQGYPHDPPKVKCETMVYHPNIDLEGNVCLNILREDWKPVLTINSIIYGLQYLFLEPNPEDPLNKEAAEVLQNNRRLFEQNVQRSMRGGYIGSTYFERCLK
Target sequence (Q13564 whole entry, looked up): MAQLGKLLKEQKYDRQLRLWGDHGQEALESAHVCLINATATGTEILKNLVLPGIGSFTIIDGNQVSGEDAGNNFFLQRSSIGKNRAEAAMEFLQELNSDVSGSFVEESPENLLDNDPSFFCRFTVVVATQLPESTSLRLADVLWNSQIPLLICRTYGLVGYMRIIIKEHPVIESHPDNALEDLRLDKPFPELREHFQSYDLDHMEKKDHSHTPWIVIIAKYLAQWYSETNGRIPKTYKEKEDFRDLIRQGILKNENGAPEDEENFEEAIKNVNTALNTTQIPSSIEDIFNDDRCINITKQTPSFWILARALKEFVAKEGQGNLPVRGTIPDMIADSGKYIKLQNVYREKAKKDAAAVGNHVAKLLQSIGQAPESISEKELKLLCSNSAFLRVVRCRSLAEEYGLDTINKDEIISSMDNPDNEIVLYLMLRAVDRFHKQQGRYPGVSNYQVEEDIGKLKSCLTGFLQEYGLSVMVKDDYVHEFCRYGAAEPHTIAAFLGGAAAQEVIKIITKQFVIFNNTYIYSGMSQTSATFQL
SUMO1 PPI mod = alters human SUMO1 binding to SIM partners. P63165. SUMO1 binding to a labelled peptide, TR-FRET, 1 h. inhibition, % at 20 µM. 360,000 compounds, 0.33% hits; in the data active = inhibition above about 37%
Target sequence (P63165 whole entry, looked up): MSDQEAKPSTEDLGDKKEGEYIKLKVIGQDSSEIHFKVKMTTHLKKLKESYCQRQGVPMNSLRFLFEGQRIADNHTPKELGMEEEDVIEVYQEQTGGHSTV
NadD block = blocks S. aureus nicotinate mononucleotide adenylyltransferase | purified NadD enzyme, colorimetric absorbance read-out | inhibition, % at 20 µM | 360,000 compounds, 0.78% hits | AID 602399; in the data active = inhibition above about 26%; also: some compounds past the cut are filed as inactive
NRP1-CendR mod = modulators of CendR peptide binding to human neuropilin-1; AID 602438; inhibition, % at 25 µM; FAM-RPARPAR peptide binding to NRP-1, fluorescence polarization; 360,000 compounds, 0.85% hits;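 active = inhibition or corrected inhibition above about 18%, plus a signal ratio from 0.5 to 1.5, limit read from the data, passing the limit was not always enough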; also: strong numbers were not always called active
TbMetRS inhib = blocks T. brucei methionyl-tRNA synthetase activity | purified T. brucei MetRS, ATP depletion, Kinase-Glo luminescence | AID 624268 | inhibition, % at 11.9 µM | 360,000 compounds, 0.4% hits;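 active = inhibition above a per-plate cutoff of the control wells' mean inhibition plus 3 SD, cut at about 5.5% in these data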;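 also: 0% = DMSO wells median and 100% = median of wells with control inhibitor compound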
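technique = Kinase-Glo luminescence, ATP depletion format | system = purified MetRS (methionyl-tRNA synthetase) enzyme from Trypanosoma brucei | timing = 15 min preincubation, 2 h reaction, all 25 °C | evaluation = percent inhibition versus plate control medians | dosing = single dose, 11.9 µM final nominal, 0.9% final DMSO | also added = substrates ATP, L-methionine and bulk Escherichia coli tRNA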
LMPTP inh = LMPTP (human) inhibition; P24666; recombinant LMPTP-A, OMFP fluorogenic substrate, fluorescence intensity; inhibition, % at 20 µM; 360,000 compounds, 0.22% hits;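 active = compounds that cut the enzyme signal by at least half of the control window in the single-dose screen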;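 also: plate controls were DMSO wells with enzyme plus substrate for no effect and substrate without enzyme for full effect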
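Material: LMPTP-A; amount: 0.625 nM enzyme; doses: single 20 µM dose; times: reaction 50 min, room temperature, dark; technique: fluorescence intensity of OMFP turnover product; benchmarks: no-enzyme and uninhibited controls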
Scp1 inh = Scp-1 (human) phosphatase inhibition; Q9GZU7; Recombinant Scp1, phosphopeptide, malachite green phosphate absorbance; inhibition, % at 20 µM; 340,000 compounds, 0.88% hits; AID 493091;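 active = inhibition above about 50% at 20 µM, limit read from the data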;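 also: plate controls were DMSO wells with enzyme for no effect and wells lacking enzyme for full effect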
Target sequence (Q9GZU7 76-261 limits assumed): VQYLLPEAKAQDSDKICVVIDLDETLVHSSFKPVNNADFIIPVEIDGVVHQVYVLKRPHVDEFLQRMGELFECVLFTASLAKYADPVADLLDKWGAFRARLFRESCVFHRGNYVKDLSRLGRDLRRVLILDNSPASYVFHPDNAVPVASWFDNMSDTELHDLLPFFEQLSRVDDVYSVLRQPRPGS
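System: truncated SCP-1 phosphatase (76-261aa); medium: Tris acetate buffer pH 5.5 with MgCl2 and Tween-20; incubation: 45 min room-temperature reaction, 5 min colour, 30 min stabiliser; compound: single 20 µM dose, 1% DMSO; reagent: Phosphorylated 17-residue peptide substrate; read-out: % inhibition at 20 µM; technique: colorimetric free-phosphate detection, absorbance 630 nm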
STEP inh = STEP (human) phosphatase inhibition | inhibition, % at 20 µM | 360,000 compounds, 0.25% hits | recombinant STEP, OMFP fluorogenic substrate, fluorescence | P54829;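 active = inhibition at 20 µM, scaled per plate between control wells, above about 37%, limit read from the data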;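 also: 0% = DMSO with enzyme and substrate and 100% = substrate only without enzyme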
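System: STEP phosphatase, cell-free reaction; Buffer or medium: Bis-Tris pH 6.0 buffer with DTT, detergent; Incubation: 20 min at room temperature, dark; Measured by: fluorescence, 480/540 nm.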
SKN-1 inh = C. elegans SKN-1 inhibition; inhibition, % at 21.8 µM; C. elegans VP596 Pgst-4::GFP/RFP ratio, acrylamide-induced, 24 h; 360,000 compounds, 0.49% hits;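 active = interference check ratio from 0.5 to 1.5 plus GFP to RFP signal ratio inhibition reaching or exceeding a fixed threshold, cut at about 30% in these data, passing the limit was not always enough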; also: some compounds called inactive have numbers as strong as hits
* marks the source's active call; other numbers are inactive results; i = inactive; nt = no result given; + = active, no number; & = joins results of further samples.

structure,DNMT1 inh,Neddylation inh,SUMO1 PPI mod,NadD block,NRP1-CendR mod,TbMetRS inhib,LMPTP inh,Scp1 inh,STEP inh,SKN-1 inh
Cc1ccc(S(=O)(=O)Nc2ccc(Cl)cc2)cc1NC(=O)Cn1cnc2c1c(=O)n(C)c(=O)n2C,-6,i,13,11,-5,4.8,-1.5,-4,-4,2
CCC(=O)N1CCN(c2ccc(OC)cc2[N+](=O)[O-])CC1,1,i,-35,-1,-10,1.1,0.5,4,1,31
O=[N+]([O-])c1ccc(C(=Nc2cccc3ccccc23)N2CCOCC2)cc1,-6,i,-17,-6,-9,-0.5,-0.8,3,-1,-18
C#CCOCCOCCOCCNc1nc(N2CCN(C(=O)[C@H]([C@@H](C)CC)n3cc([C@@H](N)CO)nn3)CC2)nc(N2CCN(C(=O)[C@H](Cc3ccc(O)cc3)n3cc([C@@H](N)C(C)CC)nn3)CC2)n1 (stereo partly specified),0,i,-3,0,8,-0.7,1.8,-2,-2,3
Cc1n[nH]c(=S)n1-c1ccccc1,-1,i,-2,-4,-1,0.2,-2.3,-3,-4,-5
Cc1nc2ccc([N+](=O)[O-])cc2c(=O)n1Cc1cccc(Br)c1,-3,i,-31,5,-8,0.3,-0.2,3,2,5
O=C(Nc1cccc(NC(=O)c2ccccc2Cl)c1)c1cccs1,-2,i,-5,-7,4,-0.7,0.0,-10,-2,4
Cc1ccc(N2CC(NC(=O)C3CC3)CC2=O)cc1 (stereo unspecified),2,i,2,2,0,-0.6,0.4,-6,-1,-10
O=C(Nc1cccc(F)c1)c1ccccc1,0,i,1,4,6,0.0,-2.2,-2,2,3
Cc1ccc(-c2nnc(SCC(=O)N/N=C/c3ccccc3C(=O)O)n2-c2ccc(Cl)cc2)cc1,-1,i,3,4,16,-0.2,-0.8,9,0,5
CCn1c(=O)c(C(=O)CN2c3ccccc3CC2C)c(N)n(Cc2ccccc2)c1=O (stereo unspecified),-15,i,-2,28,24,-1.2,1.7,0,0,13
CCOC(=O)C1(C)CCCN(C(=O)c2cccc3ccccc23)C1 (stereo unspecified),3,i,-4,0,-5,-0.6,0.4,nt,-3,6
CN(C)Cc1nnnn1-c1cccc(-n2nnnc2CN(C)C)c1,-4,i,3,-2,13,0.7,-2.1,-7,1,-3
Cn1cnc2cc(NC(=O)c3cccs3)ccc21,0,i,-2,-1,2,-0.3,-1.0,0,1,2
Nc1ccc(S(=O)(=O)Nc2ccc(C(=O)c3ccccc3)cc2)cc1,-3,i,3,6,-4,1.1,1.8,-5,-2,-3
CCN1CCN(C(=O)C2CCCN(S(=O)(=O)c3cc(Cl)ccc3Cl)C2)CC1 (stereo unspecified),0,i,-1,-3,1,0.1,-0.5,-3,-4,16
COC(=O)[C@@]1(Sc2ccc(C)cc2)CC(=O)N[C@@H]1c1ccc(Br)cc1,nt,i,4,1,-10,-0.3,0.0,nt,nt,6
CCCCCCC(=O)N/N=C/c1ccc(Br)cc1,-5,i,-3,-1,-4,-0.9,0.4,-4,-3,14
COc1ccc(N2CCN(C(=O)c3ccc(CNS(=O)(=O)c4cccc(OC)c4)cc3)CC2)cc1,-1,i,4,-3,-1,-0.5,0.3,-6,3,-8
Cc1ccc(NC(=O)CCSCCc2ccccn2)cc1,3,i,-3,-10,2,-0.5,-0.1,-8,0,-4
Cc1ccc(NC(=S)N(Cc2ccc(Br)cc2)Cc2ccc(C(=O)O)cc2)cc1C,-1,i,1,7,8,-0.5,0.9,-17,-3,-7
CC(=O)NS(=O)(=O)c1cccnc1Nc1cccc(Cl)c1,2,i,3,-2,19,-0.5,-4.2,-8,1,-1
Cc1ccccc1-n1nc(C)c2cc(C(=O)N3CCOCC3)sc21,3,i,-4,-2,-8,-0.6,-1.5,-7,0,7
COCC(C)(C)COS(N)(=O)=O,5,i,1,-2,-5,-0.3,-1.5,-8,-1,-9
COC(=O)c1sc(S(=O)(=O)Nc2ccc(Br)cc2)c(C(=O)OC)c1C,-5,i,7,-1,11,-0.6,2.0,-3,0,2
CCCCOCCCNC(=O)C[C@@H]1C[C@@]2(C(=O)OC)CCCCC=C2N(Cc2cccc3ccccc23)C1=O,nt,i,4,3,-1,-0.7,0.3,nt,nt,-9
COC(=O)COC(=O)c1ccccc1NC(=O)c1ccccc1,1,i,1,-2,2,-0.2,-0.5,-3,2,6
COC(=O)CNC(=O)CSc1nc2c(sc(=S)n2-c2ccccc2)c(=O)[nH]1,-1,i,-1,-2,2,1.6,-1.1,-3,1,-13
O=C(Nc1ccc(S(=O)(=O)Nc2ncccn2)cc1)C1COc2ccccc2O1 (stereo unspecified),7,i,1,2,0,-0.3,0.0,-5,-2,4
O=C(CCn1cnnn1)N1CCCC(Nc2ccc(F)cc2)C1 (stereo unspecified),-1,i,-5,1,-9,-0.4,-0.3,-7,2,-6

The list goes on:
Order of values – DNMT1 inh, Neddylation inh, SUMO1 PPI mod, NadD block, NRP1-CendR mod, TbMetRS inhib, LMPTP inh, Scp1 inh, STEP inh, SKN-1 inh
CCc1nc2c(OCCOc3ccccc3)cccn2c1N(C)C(=O)c1ccc(C)cc1
→ -5, i, 3, 4, 0, 0.0, -0.3, nt, 2, -11
O=C1CCCC2=C1C1(CCCCC1)N=C(Nc1nc3ccccc3s1)N2
→ 12, i, 0, 0, 0, -0.5, 0.8, -1, 0, -3
COc1ccc(NS(=O)(=O)c2ccc(O)c(C(=O)OCC(=O)NC3CCCCC3)c2)cc1
→ 7, i, 4, -5, 6, -0.4, -1.4, -6, 1, 10
CSc1nnc(-c2sc3cc(C(F)(F)F)cnc3c2-c2ccccc2)n1C
→ -1, i, -5, 6, -2, -1.8, 0.4, -3, 1, -8
COCCN1C[C@@H](CO)O[C@@H](n2cnc3c(N(C)C)ncnc32)C1
→ 0, i, 1, -2, -14, -0.5, -0.9, nt, 0, 1
C/C(=N/NC(=O)Cc1cccn1C)c1ccccc1
→ 0, i, 1, -3, -2, -1.0, -0.9, -2, 2, -2
O=C(NCCS(=O)(=O)NCc1ccccc1)c1ccc2c(c1)OCO2
→ 2, i, 4, -2, 2, -0.3, -0.1, -7, -3, 5
CCN(c1ccccc1)S(=O)(=O)c1nnc(NC(=O)c2ccco2)s1
→ 6, i, 4, 0, -6, -0.3, 0.4, 3, 1, -3
CCCCN(CC)CCCNC(=O)c1cc2c(=O)n(C)c3ccccc3c2n1C
→ 6, +, -1, -7, 11, 0.2, 0.3, -12, 2, 15
CN1CCN(S(=O)(=O)c2ccc(NC(=O)Cc3ccc([N+](=O)[O-])cc3)cc2)CC1
→ -1, i, -20, -6, -4, -0.4, 0.8, -4, 2, 6
CCc1ccc(NC(=O)Cn2c(=O)n(CCC(=O)NC3CCN(Cc4ccccc4)CC3)c(=O)c3ccccc32)cc1
→ 2, i, 6, 2, 3, -1.1, -0.1, -2, 1, -10
CC(=O)Nc1ccc2sn(-c3ccccc3)c(=O)c2c1
→ -2, i, 6, 19, -5, -0.2, -2.1, nt, 0, 5
COCCNC(=O)C1(C)CCCN(C(=O)CCc2ccccc2)C1 (stereo unspecified)
→ 5, i, -7, 0, -3, -0.4, -1.1, nt, -2, -1
COc1ccccc1-n1c(-c2ccccc2)c[n+]2c1CCc1ccccc1-2
→ -2&4, i, 3&-2, 2&4, 0&6, -0.8&-0.9, 0.2&-0.9, 1&20, 4&-1, -8&-2
CC1Cc2ccccc2N1C(=O)CN1CCc2ccccc2C1 (stereo unspecified)
→ -3, i, -3, 1, -6, 0.1, 0.5, 6, 2, 27

Complete entries from above. Order of values: DNMT1 inh, Neddylation inh, SUMO1 PPI mod, NadD block, NRP1-CendR mod, TbMetRS inhib, LMPTP inh, Scp1 inh, STEP inh, SKN-1 inh
CCc1ccc(NC(=O)Cn2c(=O)n(CCC(=O)NC3CCN(Cc4ccccc4)CC3)c(=O)c3ccccc32)cc1 is listed as 2, i, 6, 2, 3, -1.1, -0.1, -2, 1, -10
O=C(NCCS(=O)(=O)NCc1ccccc1)c1ccc2c(c1)OCO2 is listed as 2, i, 4, -2, 2, -0.3, -0.1, -7, -3, 5

Molecules above with fluorine, in the order listed:
Order of values – DNMT1 inh, Neddylation inh, SUMO1 PPI mod, NadD block, NRP1-CendR mod, TbMetRS inhib, LMPTP inh, Scp1 inh, STEP inh, SKN-1 inh
O=C(Nc1cccc(F)c1)c1ccccc1
→ 0, i, 1, 4, 6, 0.0, -2.2, -2, 2, 3
O=C(CCn1cnnn1)N1CCCC(Nc2ccc(F)cc2)C1 (stereo unspecified)
→ -1, i, -5, 1, -9, -0.4, -0.3, -7, 2, -6
CSc1nnc(-c2sc3cc(C(F)(F)F)cnc3c2-c2ccccc2)n1C
→ -1, i, -5, 6, -2, -1.8, 0.4, -3, 1, -8

(further entries)
Order of values – DNMT1 inh, Neddylation inh, SUMO1 PPI mod, NadD block, NRP1-CendR mod, TbMetRS inhib, LMPTP inh, Scp1 inh, STEP inh, SKN-1 inh
Cc1ccc(S(=O)(=O)N2CCN(C(=O)CCC(=O)OCC(=O)Nc3cccc(C#N)c3)CC2)cc1
→ -5, i, 5, 2, 10, -1.1, -2.2, -3, -4, -12
CC1(c2ccccc2)CC(C)(C)N2C(=O)/C(=C3\SC(=S)NC3=O)c3cccc1c32 (stereo unspecified)
→ 34, i, -3, 35*, -2, 1.0, 3.9, -13, 0, 0
NS(=O)(=O)c1ccc(CCNC(=O)CSc2nc3ccsc3c(=O)n2Cc2ccccn2)cc1
→ 5, i, -1, -1, -3, -0.2, 0.5, nt, 0, 6
O=C1NC[C@H](c2ccccc2)N(CCc2cccc3ccccc23)C1=O
→ 8, i, 5, 2, 4, -0.1, 0.7, 0, 5, -3
CCCCCCn1nc(C(=O)N(CC(C)C)c2c(N)n(CCCC)c(=O)[nH]c2=O)c2ccccc2c1=O
→ 1, i, -1, 5, -4, 0.0, 0.9, -7, -1, 11
COC(=O)c1ccc(NC(=O)CN(c2ccc(C)cc2)S(=O)(=O)c2c(C)n[nH]c2C)cc1
→ -12, i, 2, 0, 6, 0.4, -0.1, -6, -1, 1
